SSB-PriA inh: inhibitors of Klebsiella pneumoniae PriA binding to SSB C-terminal tail, primary screen, biochemical, AlphaScreen; AID 1272365, 2023; 0.6% of 430,000 active; PriA–SSB C-terminal tail interaction (Klebsiella pneumoniae); inhibition, % at 33 µM; AlphaScreen SSBct-PriA binding, biotinylated peptide; in the data active = inhibition mostly above about 37%, no sharp cut-off; inactive = mostly below about 20%;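 note: plate controls were negative control peptide for no effect and reference peptide for full effect; strong numbers were not always called active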
* hit, by the source's call; & = joins results of further samples. Some of the compounds tested; count on the stated rates, not on these rows.

`CSCCn1c(=NC(=O)Cc2ccc(C)c(C)c2)sc2cc3c(cc21)OCO3` gave SSB-PriA inh -23.
For CC(=O)c1cccc(NC(=O)Cn2cccc2-c2nc(-c3ccc(Cl)cc3)no2)c1 the results were SSB-PriA inh -5.
For Cc1csc(CN2CCN(C(=O)c3cc(Cl)ccc3Cl)CC2)n1 the results were SSB-PriA inh -2.
Cc1c(C(=O)O)sc2nc(SC/C=C/c3ccccc3)nc(N)c12 was read as SSB-PriA inh -9.
O=C(Nc1cc(F)ccc1F)C1(c2cccs2)CCCC1 was read as SSB-PriA inh -37.
`NC(=O)NN=Cc1cc(Br)ccc1OCC(=O)NCc1ccccc1` gave SSB-PriA inh 0.
For Cc1ccc(-n2nc(C)c(C=Nn3c(C)n[nH]c3=S)c2Cl)cc1 the results were SSB-PriA inh 7.
Screening O=C(NCc1nccc(N2CCCCC2)n1)c1ccccn1 returned SSB-PriA inh -1.
`COC(=O)/C=C1/C(=O)NC(=Nc2nc(C)cc(C)n2)N1c1ccc(OC)cc1` gave SSB-PriA inh 6.
CC(=O)Nc1cccc(NC(=O)CSc2nc(CC(=O)NC3CCCC3)cs2)c1 was read as SSB-PriA inh 0.
Cc1cc(C)c(C#N)c(SCCC(=O)Nc2ccc(-c3nc4ccccc4s3)cc2)n1 was read as SSB-PriA inh -6&4.
For CCOC(=O)c1ccc2nc(Nc3nc4ccc(OC)cc4s3)sc2c1 the results were SSB-PriA inh -5.
Screening COc1cccc(-c2csc(CN3CCN(S(=O)(=O)c4c(C)noc4C)CC3)n2)c1 returned SSB-PriA inh -4.
`N#Cc1ccsc1NC(=O)CSc1nc2sc3c(c2c(=O)n1-c1ccccc1)CCC3` gave SSB-PriA inh -7.
Cc1sc2c(c1C)C(=O)C(=CNc1ccncc1)S(=O)(=O)N2C was read as SSB-PriA inh -11.
`O=C(COc1ccc2ccccc2c1)Nc1cccc(-c2nc3cccnc3s2)c1` gave SSB-PriA inh -2.
Screening CN=c1scc(C)n1N=Cc1ccc(O)c(O)c1O returned SSB-PriA inh 10.
For COC(=O)/C=C1/NC(=Nc2nc(C)cc(C)n2)N(c2cccc(C)c2)C1=O the results were SSB-PriA inh 1.
`O=c1c2nnn(-c3ccccc3)c2ncn1Cc1nc(-c2ccc(F)cc2)no1` gave SSB-PriA inh -21.
COc1ccc(C(=O)N2CCN(c3cc(OC(C)C)nc(C)n3)CC2)cc1 was read as SSB-PriA inh 3.
`CCOC(=O)NCC#CCN1CCOCC1` gave SSB-PriA inh -4.
Screening O=C(c1ccc2c(c1)OCO2)N1CCN(Cc2nc(-c3ccc(F)cc3)cs2)CC1 returned SSB-PriA inh 8.
`O=S(=O)(NCC(O)(c1ccccc1)C1CC1)c1cccnc1` (stereo not drawn) gave SSB-PriA inh -15.
Screening CCOc1ccc(-c2nnc3ccc(=S)[nH]n23)cc1 returned SSB-PriA inh -4.
`COCCn1cc(NC(=O)Nc2cc(C)ccc2OC)c2ccccc21` gave SSB-PriA inh 37*.
O=C(Nc1nc(-c2ccc(Cl)cc2)cs1)C1CCN(S(=O)(=O)c2ccc(Cl)cc2)CC1 was read as SSB-PriA inh -5.
Screening COCCN1CCC(CNC(=O)c2ccco2)CC1 returned SSB-PriA inh -12.
CC(=NNC(=O)c1cn(-c2cccc(C)n2)cn1)c1ccc(C)cc1 was read as SSB-PriA inh -5.
For N#Cc1c(NC(=O)c2cccc(C(F)(F)F)c2)sc2c1CCC2 the results were SSB-PriA inh -13.
Screening CCN(CC)c1ccc(NC(=O)CN2C(=O)COc3ccccc32)cc1 returned SSB-PriA inh 45.
`O=C(CSC1CCCC1)NCC1(c2ccsc2)CCCC1` gave SSB-PriA inh -3.
For O=C(/C=C/c1ccccc1)Nc1ccc2scnc2c1 the results were SSB-PriA inh -6.
For Cc1ccc(C)c(C(=O)NCC[C@H](O)c2ccco2)c1 the results were SSB-PriA inh -7.
`COC(=O)C1c2ccsc2CCN1C(=O)c1cnn(-c2ccccc2)n1` (stereo not drawn) gave SSB-PriA inh 7.
For COC(=O)c1ccc(C=NNC(=O)C2CC(=O)N(c3ccc(F)cc3)C2)cc1 (stereo not drawn) the results were SSB-PriA inh 4.
Cc1cc(NC(=O)c2cccc(S(=O)(=O)C(C)C)c2)n(C(C)C)n1 was read as SSB-PriA inh -7.
`COc1ccc(C=NNC(=O)c2ccc(N(C)S(=O)(=O)c3ccccc3)cc2)cc1OC` gave SSB-PriA inh -3.
`COC(=O)Cc1csc(N=Cc2c(O)n(-c3cccc(C(F)(F)F)c3)c(=O)c3ccccc23)n1` gave SSB-PriA inh 5.
Screening Cn1nc(CN(Cc2ccco2)C(=O)C2(c3ccccc3)CCOCC2)c2c1CCC2 returned SSB-PriA inh 8.
Screening Cc1ccc(C)c(-c2csc(NC(=O)c3cccc(S(=O)(=O)C(C)C)c3)n2)c1 returned SSB-PriA inh -4.
`Cc1nc(-n2nc(-c3cccs3)cc2NC(=O)c2ccc(Cl)cc2Cl)[nH]c(=O)c1C` gave SSB-PriA inh -21.
For O=C(O)CCCN1C(=O)c2cccc3c(O)ccc(c23)C1=O the results were SSB-PriA inh -13&-12.
`O=C1C(=O)N(Cc2ccco2)C(c2cccc(Cl)c2)C1=C(O)c1ccc2c(c1)OCCO2` (stereo not drawn) gave SSB-PriA inh -11.
Screening COc1cccc(CC(=O)N[C@H]2CC(=O)N(C3CC3)C2)c1 returned SSB-PriA inh -11.
COC(=O)N1CCc2ccccc2[C@@H]1C(=O)NCc1nc(C)no1 was read as SSB-PriA inh -4.
For COc1ccc(C(=O)OCc2cc(-c3cccs3)on2)c(OC)c1 the results were SSB-PriA inh -21.
`Cc1cc(C)c2sc(NCCN3CCOCC3)nc2c1` gave SSB-PriA inh 39.
CCn1ccc(C(=O)Nc2nc(C)c(C(C)=O)s2)n1 was read as SSB-PriA inh 1.
COc1ccc(S(=O)(=O)N2C(=O)/C(=C3\SC(=N)NC3=O)c3ccccc32)cc1 was read as SSB-PriA inh -10.
Screening COC(=O)c1ccc(N2C(=O)C3ON(c4ccccc4)C(c4ccc(OC)cc4OC)C3C2=O)cc1 (stereo not drawn) returned SSB-PriA inh -46.
S=C(NCc1cn2ccccc2n1)Nc1ccccc1 was read as SSB-PriA inh 3.
Screening O=C1NCCN1C(=O)N1CCSC1c1ccc(Cl)c(Cl)c1 (stereo not drawn) returned SSB-PriA inh 9.
`CC(C)(C)C(=O)NC12CC3CC(CC(C3)C1)C2` gave SSB-PriA inh -1.
For Cc1ccccc1Cn1nnc2c(=O)n(Cc3nc(-c4cccc(Br)c4)no3)cnc21 the results were SSB-PriA inh -8.
COC(=O)C(N=Nc1cccc(C(F)(F)F)c1)=C(C)O was read as SSB-PriA inh -4.
For Cc1cccc(Cn2cnc3c(cnn3CCNC(=O)c3ccc4ccccc4c3)c2=O)c1 the results were SSB-PriA inh -6.
Screening CCc1nccn1CC1CCN(C(=O)CCc2c(C)noc2C)CC1 returned SSB-PriA inh -14.
O=S(=O)(NCCN1CCN(c2ccccc2)CC1)c1cccs1 was read as SSB-PriA inh -3.
O=C(Nc1nc(C(=O)NC2CCCCCC2)co1)c1ccncc1 was read as SSB-PriA inh -11.
CCOC(=O)Cn1nc2ccc(S(=O)(=O)N3CCC(C)CC3)cn2c1=O was read as SSB-PriA inh 10.
CC(C)(C)c1ccc(/C=C2\SC(=O)NC2=N)cc1 was read as SSB-PriA inh -6.
For CC(Oc1ccccc1F)C(=O)NCCCn1nc(-c2ccco2)ccc1=O (stereo not drawn) the results were SSB-PriA inh 2.
Screening Cc1cc(C)cc(-n2c(SCC(=O)Nc3cc(C(F)(F)F)ccc3Cl)nc3c(c2=O)S[C@@H](C)C3)c1 returned SSB-PriA inh -2.
`O=C(NC1CCSC1=O)C1CN(C(=O)c2ccc3c(c2)OCO3)C1` (stereo not drawn) gave SSB-PriA inh -19.
O=C(CCC(=O)Nc1ccc(Br)cc1)NN=Cc1ccc(O)cc1 was read as SSB-PriA inh -9.
`NC(=O)CSc1ccnc(SCC(N)=O)n1` gave SSB-PriA inh 8.
`O=C(Nc1ncnc2c1CCC2)C1CCCN(S(=O)(=O)c2cccs2)C1` (stereo not drawn) gave SSB-PriA inh -6.
Screening ON=C1C2C3C(Br)C4C5CC(C1C53)C24 (stereo not drawn) returned SSB-PriA inh -10.
For O=C(NN=Cc1cccs1)c1ccc2ccccc2c1 the results were SSB-PriA inh -7.
For Cc1cc(NC(=O)CSc2nnc(NC(=O)COc3ccc4ccccc4c3)s2)no1 the results were SSB-PriA inh -6.
`COc1ccc(C=NNC(=O)c2ccn[nH]2)cc1CSc1ccccn1` gave SSB-PriA inh -1.
`CCN(CC)c1ccc(C=NNC(=O)CCC(=O)NCc2ccccc2)c(O)c1` gave SSB-PriA inh -14.
Cc1cc(CN2CCC(CNS(=O)(=O)c3ccc(Br)s3)CC2)c(C)o1 was read as SSB-PriA inh 3.
O=C(Oc1ccc(C=NNC(=O)c2ccccn2)cc1)c1cccc(F)c1 was read as SSB-PriA inh -16.
Screening O=S1(=O)C=C[C@@H](Nc2ccccc2F)C1 returned SSB-PriA inh -6.
For COc1cc2nc(C(=O)N3CCC[C@H](C)C3)cc(Nc3cc(C)cc(C)c3)c2cc1OC the results were SSB-PriA inh -10.
Cc1onc(-c2ccccc2Cl)c1C(=O)N1CCC(CSC2=NCCS2)CC1 was read as SSB-PriA inh -5.
`COC(=O)c1sc2ccccc2c1NC(=O)Cc1ccc(Cl)s1` gave SSB-PriA inh -10.
Cc1ccccc1-c1nc(C)c(CNS(=O)(=O)/C=C/c2ccccc2)s1 was read as SSB-PriA inh -20.
`COc1ncccc1C(=O)Nc1nc2c(s1)CN(S(=O)(=O)C1CC1)CC2` gave SSB-PriA inh -3.
`COc1ccc(NC(=O)CCC(=O)NN=Cc2cccnc2)cc1` gave SSB-PriA inh 0.
Cc1ccc(OCC(=O)NN=Cc2ccncc2)c(C)c1 was read as SSB-PriA inh -4.
Screening CC(=NNc1ccccn1)c1ccc(OC(F)F)cc1 returned SSB-PriA inh -4.
For COc1ccc(C=NNC(=O)c2ccc(N(C)S(=O)(=O)c3ccccc3)cc2)c(OC)c1 the results were SSB-PriA inh -4.
For Cc1ccc(OC2CCN(C(=O)Nc3cccs3)CC2)nn1 the results were SSB-PriA inh -9.
Screening COc1cc(/C(O)=C(\C#N)c2nc3ccccc3s2)cc(OC)c1OC returned SSB-PriA inh -14.
`O=C(CSc1nnc2ccc(-c3cccnc3)nn12)N1CCOCC1` gave SSB-PriA inh -7.
O=C(Nc1cnccn1)c1ccc(S(=O)(=O)N2CCCCCC2)cc1 was read as SSB-PriA inh 3.
CCOC(=O)C(Sc1nc2[nH]ncc2c(=O)[nH]1)C(=O)OCC was read as SSB-PriA inh 7.
For COc1cccc(-c2n[nH]c(=S)c3nc(C)sc23)c1 the results were SSB-PriA inh 1.
Screening O=C(CSC1=Nc2cccnc2Nc2ccccc21)Nc1cccc(F)c1 returned SSB-PriA inh 24.
Screening O=C(Nc1cc(-n2cncn2)ncn1)c1cncc(Br)c1 returned SSB-PriA inh -7.
Screening COc1ccc(NC(=O)c2ccc([N+](=O)[O-])cc2)cc1N1CCCCC1=O returned SSB-PriA inh -6.
Screening O=C(CCc1ccccc1F)N(Cc1ccoc1)Cc1cccs1 returned SSB-PriA inh -20.
`O=C(NN=Cc1ccccc1C(=O)O)c1cccc(S(=O)(=O)N2CCOCC2)c1` gave SSB-PriA inh -5.
`Cc1ccc(N2CCN(S(=O)(=O)c3ccc(OC(F)(F)F)cc3)CC2)nn1` gave SSB-PriA inh -23.
O=C(NCC1CCCO1)c1ccc(CNS(=O)(=O)c2cccc(C(F)(F)F)c2)cc1 (stereo not drawn) was read as SSB-PriA inh -1.
Screening O=C(NC1CCC(Oc2ncccn2)CC1)c1cc2ccccn2c1 (stereo not drawn) returned SSB-PriA inh 4.
Screening C=CCn1c(SCC(=O)c2ccc(C)c(C)c2)nc2sc(C)c(C)c2c1=O returned SSB-PriA inh -9.
O=C(Nc1nc(-c2cccnc2)cs1)C1CCN(S(=O)(=O)c2ccc(Cl)s2)CC1 was read as SSB-PriA inh 9.
For Oc1cccc(C=NNC(=S)NCCN2CCOCC2)c1O the results were SSB-PriA inh 58*.
For C=CCc1cccc2cc(C(N)=O)c(=N)oc12 the results were SSB-PriA inh 8.

Compound activity from PubChem BioAssay.
